Source: PubChem
Rab9 promoter act = activates the Rab9 promoter; Huh7 Rab9 promoter-luciferase reporter, luminescence, 24 h; Potency, µM (top dose mostly 9.22 µM), for inactives: at the highest dose activation, negative = inhibition, usual class: activators; 2.8% of 320,000 active; AID 485297; further: potency means the concentration at half of the fitted maximal effect; % of control where 0% means no effect; nearly all actives have a fitted effect of over 60% in size
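Quantitative HTS format; Huh7 Rab9-luciferase reporter cells (1500/well) receive compound 2 h post-plating, incubate 24 h at 37 °C, then get luciferase reagent for 10 min before luminescence reading.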
NPC1 prom act = activators of NPC1 promoter. Potency, µM (doses to about 9.22 µM), for the others: at the highest dose activation, hits mostly activators. 2.4% of 320,000 active. AID 485313. Huh7 NPC1 promoter luciferase reporter, 24 h;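 further: potency means the concentration at half of the fitted maximal effect; % of control where 0% means no effect; nearly all actives have a fitted effect of over 60% in size; reporter is driven by a mutant NPC1 promoter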
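NPC1 promoter–luciferase Huh7 cells; 24 h compound; luminescence.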
p53 reactivator = mutant p53 re-activation in reporter cells. H1299 p53-A138V BP100-luciferase reporter, luminescence, 24 h. Potency, µM (series often up to 92.2 µM), without a hit: at the highest dose activity change, positive = activation, hits mostly activators. 0.063% of 320,000 active. AID 504706; further: potency means the concentration at half of the fitted maximal effect; % of control where 0% means no effect; nearly all actives have a fitted effect of over 45% in size
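H1299 (p53-null), stable ts p53-A138V + BP100-Luc; 1000 cells/well, Opti-MEM/10% FBS; cpd 4 pt, 1:5; 24 h, 37 deg C, 5% CO2; detection reagent 10 min RT; luminescence.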
RORg inh = ROR gamma (mouse) transcription inhibition; AID 2551; P51450; Potency, µM (highest dose often 53.6 µM), for inactives: at the top dose activity change, negative = inhibition, actives largely listed as inhibitors; Drosophila S2 Gal4-RORgamma UAS-luciferase reporter, 20 h; 5.4% of 310,000 active; further: potency means the concentration at half of the fitted maximal effect; on the % scale 0 is the no-effect control and ±100 the full control effect; nearly all actives have a fitted effect of over 60% in size
Target sequence (P51450 whole entry, looked up, the tested form may be a part): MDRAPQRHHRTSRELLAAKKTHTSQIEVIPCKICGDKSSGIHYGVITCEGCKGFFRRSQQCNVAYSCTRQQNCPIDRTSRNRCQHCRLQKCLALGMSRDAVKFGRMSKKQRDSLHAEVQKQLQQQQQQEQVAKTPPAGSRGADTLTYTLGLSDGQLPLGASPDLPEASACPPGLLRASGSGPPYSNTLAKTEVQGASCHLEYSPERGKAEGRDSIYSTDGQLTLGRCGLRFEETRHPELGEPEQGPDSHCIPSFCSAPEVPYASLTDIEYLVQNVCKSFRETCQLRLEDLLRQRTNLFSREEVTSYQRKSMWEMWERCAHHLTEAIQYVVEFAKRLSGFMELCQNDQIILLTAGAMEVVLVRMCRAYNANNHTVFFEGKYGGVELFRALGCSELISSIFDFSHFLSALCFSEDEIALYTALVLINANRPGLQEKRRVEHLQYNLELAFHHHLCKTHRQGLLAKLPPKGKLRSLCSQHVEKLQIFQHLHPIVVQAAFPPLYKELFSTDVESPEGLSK
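Stably transfected Drosophila Schneider cells are the test system, with ROR gamma fused to Gal4 and luciferase under UAS control; luminescence is read after 20 hr of 700 uM copper sulfate induction at ambient temperature.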
BRCA1 expr up = BRCA1 expression activation. MCF7-BRCA1-FFLuc reporter, luminescence, 48 h; response scale: scaled: vehicle 0%, 10 µM genistein 100%. Potency, µM (doses to about 46.1 µM), without a hit: at the highest dose activation, actives largely listed as activators. 1.1% of 380,000 active; further: potency means the concentration at half of the fitted maximal effect; nearly all actives have a fitted effect of over 80% in size; some results filed as inactive show a strong effect at the top dose
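Using MCF7 cells harboring a BRCA1 firefly luciferase reporter, plated 2 h before compound pinning, the screen measured luminescence after 48 h incubation. Responses were normalized to DMSO and 10 microM genistein, then fitted for concentration-effect.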
VP16 counter = inhibits Gal4-VP16 luciferase reporter, ROR gamma counter-screen. Drosophila S2 Gal4-VP16 UAS-luciferase, luminescence, 20 h. Potency, µM (doses to about 53.6 µM), for inactives: at the top dose activity, negative = inhibition, most hits filed as inhibitors. 3.5% of 310,000 active;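 further: Gal4-VP16 expression switched on by copper sulfate through the metallothionein promoter; potency means the concentration at half of the fitted maximal effect; on the % scale 0 is the no-effect control and ±100 the full control effect; nearly all actives have a fitted effect of over 50% in size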
TRPV1 agonist = agonists of human vanilloid receptor 1 (TRPV1); Q8NER1; AID 540275; activation, % at 8.33 µM; TRPV1-expressing cells, Fluo-8 calcium influx, agonist mode; 0.19% of 320,000 active; in the data active means activation above about 80%; inconclusive means between about 30% and that limit; further: 0% is about no effect
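Cells expressing TRPV1 were dye-loaded with Fluo-8 and read kinetically: 10 s baseline, 3 min after compound (agonist portion), then 2 min after EC20 capsaicin (allosteric enhancer portion). Calcium-bound dye fluorescence at 480/520 nm.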
ELG1 repair inh = blocks ELG1-dependent DNA repair in HEK293T cells. HEK293T ELG1-luciferase reporter, luminescence, 16 h; DNA damage induced by 5-fluorouridine. Potency, µM (highest dose often 46.1 µM), for the others: at the highest dose activity change, negative = inhibition, usual class: inhibitors. 2.3% of 330,000 active; further: potency means the concentration at half of the fitted maximal effect; on the % scale 0 is the no-effect control and ±100 the full control effect; nearly all actives have a fitted effect of over 55% in size
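HEK293T cells expressing luciferase-tagged ELG1 (2,000/well) received 5-Fluorouridine plus compound or DMSO for 16 hr at 37 °C. Luciferase was read by ONE-Glo luminescence after 30 min at room temperature.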
FLuc modulator = firefly luciferase modulation, counter-screen for miR-21 project. P08659. purified FLuc, Km substrates, luminescence inhibition. Potency, µM (series often up to 57.5 µM), without a hit: at the top dose activity change, negative = inhibition, usual class: inhibitors. 6.9% of 360,000 active. AID 588342;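 further: potency means the concentration at half of the fitted maximal effect; plate controls were vehicle for no effect and reference inhibitor for full effect; nearly all actives have a fitted effect of over 55% in size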
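Purified P. pyralis luciferase, 10 nM final, with Km-level 10 uM D-luciferin and 10 uM ATP in 50 mM Tris acetate pH 7.5, 10 mM Mg acetate, 0.01% Tween-20, 0.05% BSA; 6-point qHTS titration about 60 µM downward; luminescence read.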
Tb PFK block = T. brucei PFK enzyme inhibition; Potency, µM (series often up to 57.5 µM), inactives show at the highest dose activity, negative = inhibition, most hits filed as inhibitors; T. brucei PFK, ADP-Glo luminescence; 0.17% of 330,000 active; O15648;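 further: potency means the concentration at half of the fitted maximal effect; 0% = uninhibited 1x PFK enzyme wells and -100% = no-enzyme wells; nearly all actives have a fitted effect of over 60% in size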
Target sequence (O15648 whole entry, looked up): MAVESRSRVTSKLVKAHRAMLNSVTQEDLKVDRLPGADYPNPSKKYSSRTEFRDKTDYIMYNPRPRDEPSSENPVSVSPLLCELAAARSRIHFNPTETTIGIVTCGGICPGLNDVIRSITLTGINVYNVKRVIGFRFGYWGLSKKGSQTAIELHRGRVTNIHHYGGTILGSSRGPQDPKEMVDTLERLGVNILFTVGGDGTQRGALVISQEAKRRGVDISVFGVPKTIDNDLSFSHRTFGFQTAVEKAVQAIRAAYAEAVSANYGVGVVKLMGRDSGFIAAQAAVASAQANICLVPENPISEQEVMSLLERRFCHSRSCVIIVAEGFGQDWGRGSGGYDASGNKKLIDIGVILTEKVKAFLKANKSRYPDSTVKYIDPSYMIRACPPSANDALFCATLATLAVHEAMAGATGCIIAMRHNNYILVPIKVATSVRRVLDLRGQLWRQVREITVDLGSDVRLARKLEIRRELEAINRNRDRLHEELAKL
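Compounds were pin-transferred as a titration series up to 57 uM into substrate buffer (0.5 mM F6P, 0.1 mM ATP, pH 8.0), then 1.25 nM PFK was added and reactions ran 45 min before ADP-Glo detection.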
ELG1 genotox = induces genotoxicity in HEK293T cells with luciferase-tagged ELG1; HEK293T ELG1-luciferase reporter, luminescence, 16 h; Potency, µM (series often up to 46 µM), without a hit: top-dose activity change, positive = activation, actives largely listed as activators; 1.3% of 330,000 active; AID 504466; further: potency means the concentration at half of the fitted maximal effect; % of control where 0% means no effect; nearly all actives have a fitted effect of over 60% in size
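After overnight (16 hr) compound treatment at 37 °C, ELG1-luciferase HEK293T cells were lysed with ONE-Glo; luminescence quantified 30 min later at room temperature.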
The depositor's hits bear a star; [ ] = dose if it differs, or a comment. Unless noted, the call rests on the fitted dose curve; in most records, active means well fitted curve in the direction sought with a large enough effect; inconclusive means small, poorly fitted or top-dose-only effect, or another doubt; inactive means no such curve, though single readings can be large; an effect the other way counts as inactive or inconclusive.

Screening O=C(COc1ccc(Cl)cc1)NNC(=O)c1ccccc1C(=O)O returned Rab9 promoter act 5%, NPC1 prom act -1%, p53 reactivator 1%, RORg inh -14%, BRCA1 expr up -22%, VP16 counter 3%, TRPV1 agonist 1, ELG1 repair inh 1%, FLuc modulator 5%, Tb PFK block -6% and ELG1 genotox 6%.
Cc1cc(=O)oc2cc(OCC(=O)OC(C)C(=O)Nc3ccc(S(N)(=O)=O)cc3)ccc12 (stereo not given) was read as p53 reactivator -2%, BRCA1 expr up -2%, ELG1 repair inh 0%, Tb PFK block 9% and ELG1 genotox 0%.
Screening Clc1ccc(-c2c[n+](Cc3cccc(Cl)c3)c3n2CCC3)cc1 returned Rab9 promoter act -8%, NPC1 prom act -1%, p53 reactivator -5%, RORg inh inconclusive, BRCA1 expr up -31%, VP16 counter -9%, TRPV1 agonist -3, ELG1 repair inh -17%, FLuc modulator 1%, Tb PFK block inconclusive and ELG1 genotox -6%.
`CCC(=O)c1ccc(OCC(=O)OCC(=O)N2c3ccccc3NC(=O)C2(C)C)cc1` gave Rab9 promoter act -1%, NPC1 prom act -2%, p53 reactivator -1%, BRCA1 expr up 11%, TRPV1 agonist 1, ELG1 repair inh inconclusive, FLuc modulator 3%, Tb PFK block -8% and ELG1 genotox 2%.
CCCCCCCC(=O)NNC(=O)c1ccc(F)cc1 was read as Rab9 promoter act -11%, NPC1 prom act 2%, p53 reactivator -3%, RORg inh -12%, BRCA1 expr up 0%, VP16 counter -1%, TRPV1 agonist 4, ELG1 repair inh 2%, FLuc modulator 2%, Tb PFK block 2% and ELG1 genotox -2%.
COc1ccccc1-n1cnnc1SCc1csc(-c2ccccc2)n1 was read as Rab9 promoter act -3%, NPC1 prom act 0%, p53 reactivator -6%, RORg inh 1%, BRCA1 expr up -2%, VP16 counter 10%, TRPV1 agonist 2, ELG1 repair inh inconclusive, FLuc modulator -6%, Tb PFK block 0% and ELG1 genotox -10%.
For COc1ccc(NC(=O)C(C)SCc2ccccc2)cc1OC (stereo not given) the results were Rab9 promoter act -2%, NPC1 prom act 0%, p53 reactivator 3%, RORg inh inconclusive, BRCA1 expr up -18%, VP16 counter inconclusive, TRPV1 agonist 5, ELG1 repair inh -13%, FLuc modulator -10%, Tb PFK block 1% and ELG1 genotox -1%.
Screening Cn1c(SCC(=O)N2CCN(c3ccccc3)CC2)nnc1-c1ccncc1 returned Rab9 promoter act -4%, NPC1 prom act 0%, p53 reactivator -6%, RORg inh 15%, BRCA1 expr up 1%, VP16 counter -3%, TRPV1 agonist 2, ELG1 repair inh -2%, FLuc modulator 2%, Tb PFK block 3% and ELG1 genotox -4%.
COc1ccccc1N1CCN(C(=O)C(=O)c2c(C)[nH]c3ccccc23)CC1 was read as Rab9 promoter act 0%, NPC1 prom act -1%, p53 reactivator -11%, RORg inh -4%, BRCA1 expr up 8%, VP16 counter -6%, TRPV1 agonist 1, ELG1 repair inh -8%, FLuc modulator -1%, Tb PFK block -1% and ELG1 genotox -2%.
For O=C(/C(N=Nc1cccc(C(F)(F)F)c1)=C(/O)c1cccs1)C(F)(F)F the results were Rab9 promoter act 29%, NPC1 prom act 9%, p53 reactivator 29%, RORg inh inconclusive, BRCA1 expr up -58%, VP16 counter inconclusive, ELG1 repair inh 2%, FLuc modulator -3%, Tb PFK block 3% and ELG1 genotox -9%.
For Cc1cc(C)cc(NC(=O)Nc2ccc(NC(=O)c3ccccc3O)cc2)c1 the results were Rab9 promoter act -4%, NPC1 prom act 4%, p53 reactivator 0%, RORg inh 5%, BRCA1 expr up -24%, VP16 counter -10%, TRPV1 agonist 12, ELG1 repair inh 1%, FLuc modulator -4%, Tb PFK block -2% and ELG1 genotox 6%.
Screening CC(=O)C1=C(O)C(=O)N(c2ccccn2)C1c1ccccc1[N+](=O)[O-] (stereo not given) returned Rab9 promoter act 12%, NPC1 prom act 2%, p53 reactivator 9%, RORg inh -36%, BRCA1 expr up -8%, VP16 counter -11%, TRPV1 agonist -4, ELG1 repair inh -1%, FLuc modulator 5%, Tb PFK block 2% and ELG1 genotox 1%.
`Nc1cc(=O)[nH]c(SCC(=O)Nc2ncc(C(F)(F)F)cc2Cl)n1` gave Rab9 promoter act -1%[1.84 µM], NPC1 prom act -10%, p53 reactivator 10%, RORg inh -2%, BRCA1 expr up -4%, VP16 counter 3%[10 µM], TRPV1 agonist -3, ELG1 repair inh 14%, FLuc modulator -3%, Tb PFK block -4% and ELG1 genotox 0%.
Cc1ccc(N2CC(c3nc4ccccc4n3C)CC2=O)cc1 (stereo not given) was read as Rab9 promoter act -5%, NPC1 prom act -3%, p53 reactivator -1%, RORg inh 33%, BRCA1 expr up 3%, VP16 counter 2%, TRPV1 agonist 12, ELG1 repair inh 0%, FLuc modulator -3%, Tb PFK block 0% and ELG1 genotox -2%.
CC1(C)C(=O)Nc2ccccc2N1C(=O)COC(=O)c1cccnc1Cl was read as p53 reactivator 3%, BRCA1 expr up 9%, ELG1 repair inh -7%, Tb PFK block 1% and ELG1 genotox 0%.
For CCn1c(SCc2c(Cl)cccc2Cl)nnc1-c1nn(-c2ccccc2)ccc1=O the results were Rab9 promoter act 2%, NPC1 prom act -2%, p53 reactivator -4%, RORg inh -5%, BRCA1 expr up -30%, VP16 counter -11%, ELG1 repair inh -19%, FLuc modulator 5%, Tb PFK block -1% and ELG1 genotox -1%.
CC(=O)Nc1scc(C)c1-c1nc2ccccc2s1 was read as Rab9 promoter act -2%, NPC1 prom act -2%, p53 reactivator 4%, RORg inh 1.1µM*, BRCA1 expr up -86%, VP16 counter 8.9µM*, TRPV1 agonist -2, ELG1 repair inh -1%, FLuc modulator 4%, Tb PFK block 0% and ELG1 genotox -6%.
`Cc1cc(C)cc(NC(=O)CCN2C(=O)c3ccccc3C2=O)c1` gave Rab9 promoter act 6%, NPC1 prom act 5%, p53 reactivator 0%, RORg inh 26%, BRCA1 expr up 6%, VP16 counter -4%, TRPV1 agonist 9, ELG1 repair inh -4%, FLuc modulator -3%, Tb PFK block -11% and ELG1 genotox -1%.
For CCOC(=O)C1=C(N)n2c(s/c(=C\c3ccco3)c2=O)=C(C(=O)OCC)C1c1ccco1 (stereo not given) the results were Rab9 promoter act -8%, NPC1 prom act -22%, p53 reactivator 1%, RORg inh -32%, BRCA1 expr up -96%[inhibitor], VP16 counter 4%, TRPV1 agonist inconclusive, ELG1 repair inh -19%, FLuc modulator -1%, Tb PFK block 0% and ELG1 genotox -6%.
For O=C(NNC(=O)C1CCN(c2ncccn2)CC1)c1ccc(F)cc1 the results were Rab9 promoter act 0%, NPC1 prom act 0%, p53 reactivator 3%, RORg inh -18%, BRCA1 expr up -11%, VP16 counter 3%, TRPV1 agonist -2, ELG1 repair inh 0%, FLuc modulator 2%, Tb PFK block 0% and ELG1 genotox 3%.
O=C(Nc1ccc(N2CCCCC2)cc1)c1cc(S(=O)(=O)N2CCOCC2)ccc1F was read as Rab9 promoter act -3%, NPC1 prom act -5%, p53 reactivator -8%, BRCA1 expr up -13%, TRPV1 agonist -2, ELG1 repair inh 7%, FLuc modulator -17%, Tb PFK block 3% and ELG1 genotox -8%.
For O=S(=O)(NC1CCCCC1Oc1ccccc1)c1ccc(Cl)cc1 (stereo not given) the results were Rab9 promoter act -1%, NPC1 prom act -1%, p53 reactivator inconclusive, RORg inh 32%, BRCA1 expr up -54%, VP16 counter 9%, TRPV1 agonist 19, ELG1 repair inh -11%, FLuc modulator -1%, Tb PFK block -2% and ELG1 genotox -1%.

3 compounds already listed, arranged by molar mass, ascending:
Screening O=C(COc1ccc(Cl)cc1)NNC(=O)c1ccccc1C(=O)O returned Rab9 promoter act 5%, NPC1 prom act -1%, p53 reactivator 1%, RORg inh -14%, BRCA1 expr up -22%, VP16 counter 3%, TRPV1 agonist 1, ELG1 repair inh 1%, FLuc modulator 5%, Tb PFK block -6% and ELG1 genotox 6%.
COc1ccccc1N1CCN(C(=O)C(=O)c2c(C)[nH]c3ccccc23)CC1 was read as Rab9 promoter act 0%, NPC1 prom act -1%, p53 reactivator -11%, RORg inh -4%, BRCA1 expr up 8%, VP16 counter -6%, TRPV1 agonist 1, ELG1 repair inh -8%, FLuc modulator -1%, Tb PFK block -1% and ELG1 genotox -2%.
COc1ccccc1-n1cnnc1SCc1csc(-c2ccccc2)n1 was read as Rab9 promoter act -3%, NPC1 prom act 0%, p53 reactivator -6%, RORg inh 1%, BRCA1 expr up -2%, VP16 counter 10%, TRPV1 agonist 2, ELG1 repair inh inconclusive, FLuc modulator -6%, Tb PFK block 0% and ELG1 genotox -10%.
